Assay outcomes: PubChem BioAssay, several laboratories
MEKK2wt PB1 HTS: modulators of MEK5 binding to wildtype MEKK2, primary screen, biochemical, multiplex bead flow cytometry, Alexa488-MEK5. Alexa488-MEK5 binding to MEKK2 WT; actives lie on both sides. Mitogen-activated protein kinase kinase kinase 2 (Homo sapiens), Q9Y2U5. AID 1531, 2009. actives 1.1% (n = 290,000). binding response (% of control), % at 10 µM; in the data active means binding response below about 67% or above about 130%
MEKK3 PB1 HTS: modulators of MEKK3-MEK5 PB1 binding, primary screen, biochemical, wildtype MEKK3, multiplex bead flow cytometry, Alexa488-MEK5; bead-based flow cytometry, Alexa488-MEK5 binding to MEKK3; actives lie on both sides; 0 = blocked by unlabeled MEK5, 100 = vehicle; binding response (% of control), % at 10 µM; actives 1.4% (n = 290,000); AID 1529, 2009;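 active means binding response more than 3 SD above or below the average of its plate-row segment, actives on both sides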;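 further: Alexa488 bead fluorescence after subtracting the streptavidin-only scavenger bead signal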
GPR7 antag: GPR7 receptor antagonists, primary screen, cell-based, fluorescence, single concentration. Neuropeptides B/W receptor type 1 (Homo sapiens), P48145. GPR7-expressing cells, fluorescence antagonist assay. inhibition, % at 4.4 µM. actives 1.1% (n = 290,000). AID 1861, 2009; in the data active means inhibition above about 16%, passing the limit was not always enough;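 further: cells stimulated with the agonist NPW; 0% = agonist with vehicle and 100% = vehicle without agonist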
MEKK2 mut-MEK5: MEK5 binding signal on mutant MEKK2 PB1, primary screen, biochemical, multiplex bead flow cytometry, Alexa488-MEK5; percent response, % at 10 µM; actives 0.35% (n = 290,000); Alexa488-MEK5 binding to MEKK2 mutant; in the data active means percent response above about 24%, passing the limit was not always enough; further: inactives centre near 1; some results filed as inactive read as strong as hits; reference of the scale not given here
NALP1 yeast inh: NALP1 inflammasome inhibitors in reconstituted yeast, colorimetric, S. cerevisiae, triplicate retest; actives 0.61% (n = 280,000); S. cerevisiae NALP1/ASC/caspase-1 growth, X-gal OD620, 72 h; AID 2071, 2009; inhibition, % at 10 µM; in the data active means inhibition mostly above about 24%, no sharp cut-off; inactive means mostly below about 32%; further: some compounds called inactive have numbers as strong as hits
OXTR agonist: human OXTR agonists, primary screen, fluorescence, CHO-OTR cells, Fluo-8 calcium; Fluo-8 calcium fluorescence; normalized: DMSO 0%, oxytocin 100%; actives 0.32% (n = 320,000); Oxytocin receptor (Homo sapiens), P30559; activation, % at 3 µM; AID 2435, 2010;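 active means activation above the mean of all tested compounds plus 3 SD, cutoff set per screening run, cut at about 20% in these data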;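 further: peak over basal fluorescence ratio from a 100 s FLIPR kinetic read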
Target sequence (P30559 whole entry, looked up): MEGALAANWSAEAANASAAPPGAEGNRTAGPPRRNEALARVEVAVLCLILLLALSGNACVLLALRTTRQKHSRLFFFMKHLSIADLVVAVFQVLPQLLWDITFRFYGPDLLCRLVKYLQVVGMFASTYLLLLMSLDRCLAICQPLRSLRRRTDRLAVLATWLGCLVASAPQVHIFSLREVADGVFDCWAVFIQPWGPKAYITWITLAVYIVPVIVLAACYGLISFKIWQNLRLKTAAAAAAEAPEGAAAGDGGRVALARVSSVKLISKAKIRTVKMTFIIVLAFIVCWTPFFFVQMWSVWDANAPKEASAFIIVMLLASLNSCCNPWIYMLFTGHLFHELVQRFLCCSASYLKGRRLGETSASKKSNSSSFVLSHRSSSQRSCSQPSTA
V1aR counter: agonists of human V1a receptor, primary screen, counter-screen for OXTR agonist project, fluorescence, CHO-V1R cells; Fluo-8 calcium fluorescence, agonist mode; 0% DMSO, 100% 3 nM vasopressin; activation, % at 3 µM; actives 0.25% (n = 320,000); AID 2797, 2010;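 active means activation above the mean activation of all tested compounds plus 3 SD, per screening run, cut at about 20% in these data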;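 further: signal is peak over basal fluorescence ratio across a 100 second FLIPR read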
Target sequence (P37288 whole entry, looked up): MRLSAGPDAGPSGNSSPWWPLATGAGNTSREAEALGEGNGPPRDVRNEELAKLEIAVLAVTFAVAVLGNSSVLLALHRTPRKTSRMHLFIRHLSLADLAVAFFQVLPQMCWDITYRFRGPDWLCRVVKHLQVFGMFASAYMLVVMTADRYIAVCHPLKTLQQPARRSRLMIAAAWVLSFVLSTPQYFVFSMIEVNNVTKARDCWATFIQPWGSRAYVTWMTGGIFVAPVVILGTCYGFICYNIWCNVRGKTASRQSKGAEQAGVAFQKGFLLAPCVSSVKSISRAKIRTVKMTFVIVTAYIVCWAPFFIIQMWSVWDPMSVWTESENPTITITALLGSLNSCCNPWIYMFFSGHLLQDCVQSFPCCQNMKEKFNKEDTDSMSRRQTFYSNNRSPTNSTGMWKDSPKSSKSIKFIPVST
PHOSPHO1 inh: PubChem AID 1565; recombinant PHOSPHO1, absorbance phosphatase assay; actives 1.1% (n = 290,000); Phosphoethanolamine/phosphocholine phosphatase (Homo sapiens), Q8TCT1; inhibition, % at 13.3 µM; in the data active means inhibition above about 60%
Target sequence (Q8TCT1 whole entry, looked up): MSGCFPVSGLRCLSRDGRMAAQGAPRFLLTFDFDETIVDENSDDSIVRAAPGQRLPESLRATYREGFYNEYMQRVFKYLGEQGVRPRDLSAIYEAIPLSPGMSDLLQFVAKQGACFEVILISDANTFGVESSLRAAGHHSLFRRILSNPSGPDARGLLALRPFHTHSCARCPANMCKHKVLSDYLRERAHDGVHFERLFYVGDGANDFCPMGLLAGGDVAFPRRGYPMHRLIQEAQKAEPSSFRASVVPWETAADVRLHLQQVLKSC
GalR3 antagonist: GalR3 antagonists in HEK293 cells, primary screen, cell-based, fluorescence readout. Galanin receptor type 3 (Homo sapiens), O60755. HEK293 GalR3-CNG cAMP membrane potential fluorescence; galR3 body fused to GalR1 C-terminus. inhibition, % at 3 µM. actives 0.44% (n = 360,000);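 active means inhibition above the screen-wide average plus 3 SD, cut at about 13% in these data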;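 further: forskolin and galanin both at EC90 stimulate the cells; cAMP rise reported by CNG channel membrane potential dye signal; 0% = forskolin plus galanin with DMSO and 100% = forskolin alone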
* hit, by the source's call; . = not tested or not shown; [ ] = remark or other dose.

cpd	mol	MEKK2wt PB1 HTS	MEKK3 PB1 HTS	GPR7 antag	MEKK2 mut-MEK5	NALP1 yeast inh	OXTR agonist	V1aR counter	PHOSPHO1 inh	GalR3 antagonist
1	O=C(COc1ccc2ccc(=O)oc2c1)N1CC[C@@]2(O)CCCC[C@H]2C1	1.0*[inhibitor]	2.0*[inhibitor]	-8	-24	14	1.2	0.0	34	-5
2	COc1ccc(C(=O)NC2CCCCC2)cc1S(=O)(=O)N1CCCC1	111	106	-7	13	-12	-0.3	0.8	13	-5
3	COC(=O)Cc1c(C)c2ccc(OC(=O)c3ccccc3)cc2oc1=O	105	103	10	5	12	2.0	2.1	22	-7
4	Cc1ccc(S(=O)(=O)Nc2cc(C(F)(F)F)ccc2N2CCOCC2)c(C)c1	102	97	-5	-2	18	-1.1	-0.2	-9	-8
5	O=S(=O)(c1cccc2cccnc12)N1CCN(Cc2ccccc2)CC1	86	87	-4	-4	-17	0.1	-0.7	55	-1
6	O=C(NCCSCc1ccco1)Nc1cccc(Cl)c1	109	105	-7	3	10	3.3	3.6	-3	-2
7	c1ccn(-c2ccc(N3CCOCC3)cc2)c1	.	.	2	.	-154	0.8	1.0	-1	-1
8	Cc1nc(NC(=S)NC(=O)COc2ccc(Cl)cc2)ccc1Br	104	139*	-11	-1	27	-0.8	0.5	13	3
9	C/C=C/c1ccc(OCCCCOc2ccc(OC)cc2)c(OC)c1	112	106	-10	3	19	-0.1	0.1	-9	-2
10	COc1ccccc1-n1c(SCC(=O)OC(C)C)nc2cccnc21	110	114	-5	2	.	-2.0	-0.4	5	0
11	O=C(CSc1ccccn1)Nc1ccc(Cl)cn1	102	102	-12	4	-24	-1.2	-0.8	37	-3
12	C=CCn1c(=O)c(C(=O)Nc2ccc(C)cn2)c(O)c2ccccc21	109	107	-13	4	0	0.1	1.1	40	-11
13	CC1CCN(CCCNC(=O)c2cc3c(Cl)nc4ccccc4c3s2)CC1	154*	105	-3	26	1	1.0	-0.1	-1	-6
14	NC(=O)NC(=O)COC(=O)c1ccc(OC(F)F)cc1	102	103	-14	0	-7	-0.2	-0.9	-25	-4
15	COc1cc(C2NC(=S)NC(C)=C2C(=O)Nc2cc(C)cc(C)c2)ccc1O (configuration not stated)	98	94	-10	-13	33	2.1	1.8	20	2
16	O=C(CSc1ncccn1)NNC(=O)c1ccccc1	98	97	-14	-4	12	-0.4	1.4	20	-2
17	C/C=C(/C)C(=O)Nc1cccc(C2=NOC3(C2)C[C@@H](C(N)=O)N(C(=O)CC(c2ccccc2)c2ccccc2)C3)c1 (some centres not stated)	100	97	.	5	.	-1.6	-1.4	35	3
18	Nc1cc(OCC(F)(F)F)cc(OCC(F)(F)F)c1	99	98	-8	0	2	-1.7	-0.1	19	-4
19	O=C(OC(C(=O)NCc1ccc(F)cc1)c1ccccc1)c1ccco1 (configuration not stated)	103	104	-11	-3	13	0.0	0.8	37	-9
20	Cc1ccccc1N1C(=S)NC2c3ccccc3OC1(C)C2C(=O)N(C)C (configuration not stated)	103	96	-7	0	-10	0.3	-0.6	9	-7
21	COC(=O)C/C=C/[C@@H](C)[C@@H](/C=N/OC[C@@H](C)[C@H](OCc1ccccc1)C(C)C)NS(=O)(=O)c1ccc(C)cc1	104	108	-27	-3	31	0.1	1.1	6	.
22	CCC(C)(C)n1nnnc1C(c1cccnc1)N1CCCC(C)C1 (configuration not stated)	95	90	14	-1	-14	-0.5	-0.5	56	-6
23	COc1cccc(NC(=O)C2CCCN2C(=O)NC2CCCCC2)c1 (configuration not stated)	97	97	-9	-3	-11	0.6	-0.5	55	-9
24	CCOC(=O)N1CCN(S(=O)(=O)c2ccc3c(c2)CCN3C(=O)CC)CC1	112	105	-4	6	9	0.8	1.6	9	-2
25	Cc1cccc(C)c1NC(=O)c1cc(S(=O)(=O)N2CCOCC2)cn1C	98	95	-1	3	6	-0.9	0.5	12	.
26	CCOc1ccc(C(=O)NC(=S)Nc2ccc(NC(=O)C(C)C)cc2)cc1[N+](=O)[O-]	99	100	-1	0	15	4.7	1.4	-4	-1
27	O=C(Nc1ccccc1N1CCOCC1)c1ccccc1NS(=O)(=O)c1ccc(F)c(F)c1	109	106	-8	4	12	17	14	11	1
28	CC(C)N(CC#CC(O)(c1ccccc1)c1ccccc1)CCO	95	97	-5	-4	26	0.2	-0.4	0	-5
29	COC(=O)c1oc2ccc(Cl)cc2c1-n1cccc1	95	95	-4	-5	32	-2.5	-0.5	18	-1
30	O=C(COc1ccc(Br)cc1)Nc1ccc(CN2CCOCC2)cc1	106	101	-2	7	15	6.5	6.7	1	-2
31	Cc1nccnc1Sc1ccccc1	102	100	-7	-1	16	0.9	0.9	18	-10
32	c1ccc(CNc2nc(-c3ccccc3)nc3ccccc23)cc1	108	105	-22	4	10	-1.1	0.8	39	-14
33	CN(c1ccc(O)cc1)c1nc(-c2cccs2)cs1	99	77	12	2	2	2.5	1.0	-8	-6
34	O=C(Nc1ccc(F)cc1)NC1CCCc2ccccc21 (configuration not stated)	104	100	2	8	19	-0.8	2.0	38	-1
35	C=CCOC(=O)C1=C(C)Nc2[nH]c(=O)[nH]c(=O)c2C1c1cccc(OC)c1 (configuration not stated)	95	97	-4	5	7	.	.	-6	.
36	CNS(=O)(=O)c1cc(NC(C)=O)c(C)cc1C	104	103	-9	-1	12	-0.4	0.1	-10	-5
37	CC(C)CCNC(=O)c1ccc(CSCc2cccc(F)c2)o1	107	109	5	6	4	-2.0	-1.1	0	-5
38	COc1ccc(/C=N/Nc2nc(-c3cccc(S(=O)(=O)N4CCCC4)c3)cs2)c(OC)c1	98	99	5	-2	27	-0.4	-0.8	5	1
39	O=C(Nc1ccc(CN2CCCCC2)cc1)c1cccc(F)c1	99	94	0	-1	-6	1.2	1.7	0	-3
40	CC1=C(C(=O)OCC2CCCO2)C(c2cccc(C(F)(F)F)c2)C2=C(CC(c3ccco3)CC2=O)N1 (configuration not stated)	105	103	-2	2	11	-1.6	-0.3	12	-4
41	CC(C)c1nc(SCC(=O)Nc2ccc3c(c2)OCO3)n[nH]1	99	97	3	-5	14	0.3	0.0	19	-1
42	O=C(NC1CCCC1)c1ccc(S(=O)(=O)N2CCCC2)cc1	101	107	-9	5	10	0.0	1.3	-44	-2
43	O=C(O)CCc1ccc(-c2cccs2)n1CC1CCCO1 (configuration not stated)	78	82	-4	-12	26	0.4	0.1	0	-2
44	CC(C)N(c1ccccc1)c1ncnc(NCCC(=O)O)c1[N+](=O)[O-]	100	102	-9	-1	33	-0.3	0.1	22	-2
45	COc1ccc(C2(CNC(=O)c3ccco3)CCOCC2)cc1	106	109	-11	2	10	-0.3	2.9	41	-3
46	C#CCOCCOCCOCCNc1nc(N2CCN(C(=O)[C@H](CCC(=O)O)n3cc(C(N)[C@H](C)CC)nn3)CC2)nc(N2CCN(C(=O)[C@H](Cc3cc4ccccc4[nH]3)n3cc(C(N)[C@H](C)CC)nn3)CC2)n1 (some centres not stated)	101	101	-15	1	7	-0.5	0.1	35	.
47	COc1cc(C2C(C#N)=C(N)OC3=C2C(=O)CCC3)cc(OC)c1OC(=O)N1CCOCC1 (configuration not stated)	104	106	-9	7	6	-1.5	-0.1	-16	3
48	CC(C)C(=O)N(c1ccc2oc(=O)sc2c1)S(=O)(=O)c1cccs1	101	105	-10	8	2	1.4	0.2	87*	0
49	N=c1c2c(n(Cc3ccc(F)cc3)c3c1CCC3)CCCC2	102	102	-7	-1	8	0.7	-0.7	36	-1
50	N#CCCN(C(=O)CN1C(=O)NC2(CCCC2)C1=O)c1ccccc1F	100	101	-8	3	1	0.0	0.3	11	-1
51	O=C(c1cccs1)N1CCN(c2nc3ccccc3s2)CC1	105	102	-4	7	5	0.8	4.6	-13	-3
52	CCOC(=O)CC(=O)CSc1nc2ccccc2c(=O)n1-c1ccc(C(=O)N2CCOCC2)cc1	99	101	-15	0	-2	0.4	0.2	22	-7
53	Cc1cc(Cl)ccc1OCC(=O)OC(C)C(=O)NC(N)=O (configuration not stated)	98	99	-10	-5	23	1.5	0.4	-19	-4
54	Cc1nc(NC(=O)CSc2nnnn2C)sc1C	105	105	-4	3	-23	0.2	0.0	8	-4
55	O=C(Nc1ccnn1C1CCN(Cc2cccc(OCCO)c2)CC1)c1cccc(F)c1	115	102	-4	6	16	0.9	0.4	31	-5
56	O=C1CCC/C1=C/Nc1ccc2c(c1)OCO2	98	99	1	1	43	-1.0	0.5	0	-2

(continued)
cpd	mol	MEKK2wt PB1 HTS	MEKK3 PB1 HTS	GPR7 antag	MEKK2 mut-MEK5	NALP1 yeast inh	OXTR agonist	V1aR counter	PHOSPHO1 inh	GalR3 antagonist
57	Cc1ccc(CNCc2cccnc2)s1	100	102	-5	0	10	0.9	-0.2	-11	-2
58	O=C(Cc1ccc(Br)cc1)Nc1ccccc1N1CCCC1	101	102	-18	1	0	-2.3	-0.4	13	-3
59	COC(=O)c1sccc1NC(=O)Nc1cc(OC)ccc1OC	101	102	-10	0	-10	.	.	23	0
60	O=C(/C=C/c1cc([N+](=O)[O-])ccc1OC(F)F)Nc1cccc([N+](=O)[O-])c1	100	103	-9	-14	.	1.7	2.3	45	2
61	Cc1ccc(NC(=O)c2cc(C)nc3ccccc23)cc1	109	105	-11	12	-6	7.9	5.1	30	-8
62	C=C1SC(Nc2c(C)cccc2C)=NC12CCCCC2	116	102	-8	15	49	-2.9	-0.8	-76	-6
63	C/C(=N\NC(=O)c1cccc(N/N=C(\C)c2ccccc2)c1)c1ccccc1	112	98	-3	11	22	0.2	-0.5	-5	-1
64	NC(=O)c1ccc[n+](CC(=O)c2ccc(NC(=O)c3ccccc3)cc2)c1	108	106	-3	9	-1	0.6	1.2	20	-7
65	Nc1nccc(-c2nn(-c3ccc(Cl)cc3)ccc2=O)n1	75	61	-7	-23	11	-0.9	0.3	20	2
66	Nc1nc(-c2ccccc2)c(N=Nc2cccc3ccccc23)s1	96	79	-17	-1	18	-2.8	-1.4	3	-9
67	COc1ccc(-c2nc(CS(=O)(=O)CC(=O)NCc3ccccc3Br)c(C)o2)cc1	100	99	-5	2	2	-1.1	-0.2	23	.
68	CN1C=CC=C/C1=C1/SC(=S)N(Cc2ccccc2)C1=O	96	92	10	-3	14	0.2	0.5	-11	-11
69	CCO[C@@H]1OC(C(=O)N2CCCCCCC2)=C[C@H](c2ccc3c(c2)OCO3)[C@H]1CCCO	100	106	-10	2	-4	0.1	0.1	36	-3
70	O=C(O)c1ccc(NCc2ccc(Br)cc2)cc1	94	97	-13	-4	10	12	4.6	37	-6
71	CC1CCN(S(=O)(=O)N2CCC(C(=O)NCc3ccc4c(c3)OCO4)CC2)CC1	97	98	-5	-1	28	-0.5	4.1	12	-2

Whole records as entered above. Screens in order: MEKK2wt PB1 HTS	MEKK3 PB1 HTS	GPR7 antag	MEKK2 mut-MEK5	NALP1 yeast inh	OXTR agonist	V1aR counter	PHOSPHO1 inh	GalR3 antagonist
CCO[C@@H]1OC(C(=O)N2CCCCCCC2)=C[C@H](c2ccc3c(c2)OCO3)[C@H]1CCCO is listed with 100	106	-10	2	-4	0.1	0.1	36	-3
O=C(O)c1ccc(NCc2ccc(Br)cc2)cc1 is listed with 94	97	-13	-4	10	12	4.6	37	-6
